High-throughput results from PubChem BioAssay.
IDE cell inh: human IDE inhibitors in live cells, primary screen, fluorescence polarization, HEK cells, FAbetaB substrate; Insulin-degrading enzyme (Homo sapiens), P14735; FAbetaB cleavage; inhibition, % at 5.59 µM; 0.41% of 320,000 active;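 active = percent inhibition above the average of all tested compounds plus 3 SD, set per screening campaign, cut at about 16% in these data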;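 also: IDE supplied by intact live HEK cells; FP after avidin binding of uncleaved biotin substrate so inhibition keeps polarization high; 0% = DMSO wells and 100% = 60 µM reference IDE inhibitor Ii1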
Target sequence (P14735 whole entry, looked up): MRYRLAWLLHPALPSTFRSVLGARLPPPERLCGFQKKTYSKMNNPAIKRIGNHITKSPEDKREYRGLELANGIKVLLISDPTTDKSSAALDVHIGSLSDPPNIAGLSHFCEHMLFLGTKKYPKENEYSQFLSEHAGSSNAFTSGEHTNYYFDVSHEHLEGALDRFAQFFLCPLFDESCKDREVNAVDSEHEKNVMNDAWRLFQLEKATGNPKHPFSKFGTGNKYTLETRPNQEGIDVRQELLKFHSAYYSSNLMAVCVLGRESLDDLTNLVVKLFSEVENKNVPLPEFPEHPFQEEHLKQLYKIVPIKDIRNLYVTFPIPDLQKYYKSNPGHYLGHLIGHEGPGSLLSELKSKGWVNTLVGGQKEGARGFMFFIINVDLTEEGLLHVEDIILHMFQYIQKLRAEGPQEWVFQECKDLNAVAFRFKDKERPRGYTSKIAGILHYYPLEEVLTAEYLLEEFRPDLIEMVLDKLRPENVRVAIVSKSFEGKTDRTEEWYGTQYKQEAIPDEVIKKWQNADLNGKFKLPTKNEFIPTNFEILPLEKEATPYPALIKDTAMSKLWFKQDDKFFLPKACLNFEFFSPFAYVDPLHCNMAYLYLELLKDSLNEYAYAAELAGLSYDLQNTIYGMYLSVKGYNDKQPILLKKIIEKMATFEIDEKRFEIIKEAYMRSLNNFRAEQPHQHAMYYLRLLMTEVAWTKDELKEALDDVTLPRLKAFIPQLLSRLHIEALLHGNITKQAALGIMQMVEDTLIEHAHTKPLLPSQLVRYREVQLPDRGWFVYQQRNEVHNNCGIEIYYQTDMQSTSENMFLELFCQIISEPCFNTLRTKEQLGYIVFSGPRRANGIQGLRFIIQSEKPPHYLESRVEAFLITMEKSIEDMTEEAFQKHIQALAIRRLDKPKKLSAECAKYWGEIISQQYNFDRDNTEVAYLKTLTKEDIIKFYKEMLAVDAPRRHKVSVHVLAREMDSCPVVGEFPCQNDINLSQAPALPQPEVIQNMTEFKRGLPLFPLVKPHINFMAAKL
IDE act: human IDE activators in live cells, primary screen, fluorescence polarization, HEK cells, FAbeta-B substrate | activation, % at 5.96 µM | Insulin-degrading enzyme (Homo sapiens), P14735 | FAbeta-B cleavage; 0% vehicle, 100% cell-free pure enzyme wells | 0.073% of 340,000 active;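 active = activation above the mean of all tested compounds plus 3 SD, set per screening campaign, cut at about 17% in these data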
Active calls of the source: *. The list is partial (hit frequency here may not be typical).

IDE cell inh,IDE act,Compound
3.5,-1.7,COc1ccc(S(=O)(=O)N(C)C[C@H]2Oc3ccc(NC(=O)Nc4ccccc4)cc3C(=O)N([C@H](C)CO)C[C@@H]2C)cc1
-3.5,-1.9,O=C(COC(=O)COc1ccc2c(c1)CCC2)Nc1ccccc1C(F)(F)F
0.8,2.1,O=C(CCC1CCCCC1)NC1CCCCC1
-1.0,-5.9,CC1CCCN(C(=O)COC(=O)c2cc(Br)ccc2O)C1 (stereo unspecified)
-0.3,3.2,COc1ccccc1OCCNC(=O)c1cc(C2CC2)nc2c1cnn2C(C)C
5.0,-1.9,C[C@H](CO)N1C[C@H](C)[C@@H](CN(C)S(=O)(=O)c2ccccc2)Oc2c(NC(=O)Nc3ccc4c(c3)OCO4)cccc2C1=O
9.3,0.4,COc1ccc(OC)c(NC(=O)COC(=O)CCCN=C2NS(=O)(=O)c3ccccc32)c1
-1.0,-1.9,Cc1ccc(NC(=O)CSCC(=O)NC2(C)CCS(=O)(=O)C2)cc1 (stereo unspecified)
1.0,1.0,COc1ccccc1CNC(=O)C(CCSC)NC(=O)c1cccc(S(=O)(=O)N2CCOCC2)c1 (stereo unspecified)
5.4,-1.4,Cc1ccccc1CNC(=O)C(=O)NCCC1CCCCN1S(=O)(=O)c1cccs1 (stereo unspecified)
-2.7,-2.4,O=C(C[C@@H]1C/C=C\CCC(=O)OC[C@H](Cc2ccccc2)NC1=O)N[C@@H](CO)Cc1ccccc1
1.8,-2.6,Cc1ccc(S(=O)(=O)N2CCN(C(=O)c3ccc(-n4cncn4)c([N+](=O)[O-])c3)CC2)cc1
2.4,5.5,Clc1cccc(-c2ccc3ncnc(NCc4cccnc4)c3c2)c1
5.8,0.6,CN(CC(=O)NCC(=O)Nc1ccc(F)c(F)c1F)C1CCS(=O)(=O)C1 (stereo unspecified)
6.9,-6.0,NS(=O)(=O)c1cccc(NC(=O)CSc2n[nH]c(-c3cccs3)n2)c1
-4.2,-0.8,C(=C\n1nnc2ccccc21)/c1ccc[nH]1
1.7,5.1,COc1ccc(S(=O)(=O)Nc2ccc(-n3cnnn3)cc2)cc1[N+](=O)[O-]
6.5,0.3,O=C(CSCc1ccc(F)cc1)Nc1ccc(N2CCOCC2)cc1N1CCOCC1
1.4,-0.1,Cc1ccc(C2=CC(=O)CC(C)(C)C2)cc1
3.8,-3.3,Cc1nnc(SCC(=O)NC2CCCC2)n1-c1ccccc1
-3.9,1.6,COc1ccc(C)cc1NC(=O)COC(=O)c1ccc2c(c1)OCO2
-0.3,4.6,COc1ccc(C(=O)OCC(=O)N2C(C)CCCC2C)cc1S(=O)(=O)N1CCOCC1 (stereo unspecified)
-0.2,2.9,CN(C)C(CNC(=O)c1cc2ccccc2o1)c1ccco1 (stereo unspecified)
4.1,5.2,O=C(Nc1cc(S(=O)(=O)N2CCOCC2)ccc1N1CCCCC1)c1ccccc1Br
1.7,2.6,CCN(CC)c1ccc(S(=O)(=O)N2CCOCC2)cc1NC(=O)CSc1nncn1C

Gathered by group, those above containing an aryl methoxy group.
IDE cell inh,IDE act,Compound
3.5,-1.7,COc1ccc(S(=O)(=O)N(C)C[C@H]2Oc3ccc(NC(=O)Nc4ccccc4)cc3C(=O)N([C@H](C)CO)C[C@@H]2C)cc1
-0.3,3.2,COc1ccccc1OCCNC(=O)c1cc(C2CC2)nc2c1cnn2C(C)C
9.3,0.4,COc1ccc(OC)c(NC(=O)COC(=O)CCCN=C2NS(=O)(=O)c3ccccc32)c1
1.0,1.0,COc1ccccc1CNC(=O)C(CCSC)NC(=O)c1cccc(S(=O)(=O)N2CCOCC2)c1 (stereo unspecified)
1.7,5.1,COc1ccc(S(=O)(=O)Nc2ccc(-n3cnnn3)cc2)cc1[N+](=O)[O-]
-3.9,1.6,COc1ccc(C)cc1NC(=O)COC(=O)c1ccc2c(c1)OCO2
-0.3,4.6,COc1ccc(C(=O)OCC(=O)N2C(C)CCCC2C)cc1S(=O)(=O)N1CCOCC1 (stereo unspecified)

Other entries.
IDE cell inh,IDE act,Compound
-4.6,-3.5,O=C(O)c1ccccc1-c1cc2ccccc2[nH]1
3.0,4.9,O=C(NCC1CCCN1S(=O)(=O)c1cccs1)c1c(F)cccc1F (stereo unspecified)
2.8,4.0,CN(CC(=O)Nc1ccccc1Br)C(=O)CNC(=O)c1ccco1
-0.9,3.0,O=C(CN(Cc1ccco1)C(=O)c1ccc([N+](=O)[O-])cc1)Nc1ccccc1C(F)(F)F
-3.6,3.3,N#Cc1ccc(OCC(=O)NCC2COc3ccccc3O2)cc1 (stereo unspecified)
3.9,3.6,O=C(CSC1=NS(=O)(=O)c2ccccc2N1)Nc1cccc(F)c1
-5.2,9.3,CCC(C)(C)C1CCC2(CC1)NC(=O)N(CC(=O)NCCc1ccc(OC)c(OC)c1)C2=O (stereo unspecified)
8.3,-3.7,CN(C)CCCNC(=O)C(=O)Nc1ccc2c(c1)N(S(=O)(=O)c1cccs1)CCC2
-0.3,6.7,COC(=O)[C@@]12CCCCN1[C@H](c1ccc(-c3ccc(F)cc3)c(OC)c1)[C@@H]1C(=O)N(C)C(=O)[C@@H]12
0.5,-1.6,C[C@H](CO)N1C[C@H](C)[C@@H](CN(C)S(=O)(=O)c2ccccc2)Oc2ccc(NC(=O)NC3CCCCC3)cc2C1=O
-1.3,1.2,O=C(CCC1CCCC1)NNC(=O)COc1ccc(Br)cc1
-1.2,1.2,CCOC(=O)c1ccc2c(c1)nc(SC(C)C(=O)NCC1CCCO1)n2CC (stereo unspecified)
-2.6,-1.3,COC(=O)c1ccc(C)c(NC(=O)CCCN2C(=O)CN(C)C2=O)c1
3.9,-1.5,CCOc1ccc([C@@H]2CC=C(C(=O)O)[C@H](c3ccc(F)cc3)N2S(=O)(=O)c2ccc(C)cc2)cc1
0.3,0.9,O=C(CN1CCN(S(=O)(=O)c2ccc(F)c(Cl)c2)CC1)N1CCNC1=O
-5.1,-0.3,Cc1cc(NC(=O)CSCC(=O)Nc2nc3ccc(F)cc3s2)no1
1.0,4.8,O=C(Cc1n[nH]c(=O)c2ccccc12)OCC(=O)c1ccccc1
-0.2,-6.7,O=C(Nc1ccc(S(=O)(=O)O)cc1)c1ccc2c(c1)S(=O)(=O)c1ccccc1C2=O
4.2,-6.1,O=C(C[C@H]1C/C=C\C[C@H](NC(=O)OCC2c3ccccc3-c3ccccc32)C(=O)O[C@@H](c2ccccc2)CNC1=O)NCCO
4.0,1.5,COc1ccc(C(CNC(=O)COc2ccc(F)cc2Cl)N2CCCCC2)cc1 (stereo unspecified)
4.6,1.7,Cc1ccc(S(=O)(=O)N2CCC(C(=O)OCC(=O)N(C)CC(=O)Nc3ccc(F)cc3)CC2)cc1C
-2.0,3.3,Nc1c(O)cccc1C(=O)O
7.2,-4.3,C[C@H](CO)N1C[C@H](C)[C@@H](CN(C)S(=O)(=O)c2cn(C)cn2)Oc2ccc(NC(=O)Nc3ccc4c(c3)OCO4)cc2C1=O
-1.1,-1.0,O=C(COC(=O)c1c(F)cccc1F)NCc1ccc2c(c1)OCO2
1.1,-1.3,COc1cc(C(C)=O)ccc1OCC(=O)Nc1ccccc1N1CCCCC1

(next part)
IDE cell inh,IDE act,Compound
-0.4,1.7,COc1ccc(NS(=O)(=O)c2cccc(C(=O)NNC(=O)c3cncc(Br)c3)c2)cc1
-0.3,0.7,O=C(COc1ccc(-n2cnnn2)cc1)Nc1ccc(F)c(Cl)c1
-0.3,0.7,CC1CCC(NC(=O)Cn2cnc3sccc3c2=O)CC1 (stereo unspecified)
4.5,4.0,CN(CC(=O)Nc1ccccc1Cl)C(=O)COC(=O)c1ccc(=O)n(Cc2ccccc2)n1
2.7,8.1,COC(=O)c1c(C)[nH]c(C(=O)OCC(=O)c2ccc(C)s2)c1C
0.8,-2.6,COC(=O)c1ccc2c(=O)[nH]c(COC(=O)c3c(-c4ccccc4Cl)noc3C)nc2c1
4.9,-0.3,CCOc1ccc(CCNC(=O)COC(=O)c2ccc(Br)o2)cc1OCC
4.9,-1.6,CC1CCCN(C(=O)c2ccc(NC(=O)CC3SC(N4CCCC4)=NC3=O)cc2)C1 (stereo unspecified)
-6.4,4.1,CC(=O)N1CCN(S(=O)(=O)c2ccc3c(c2)OCCO3)CC1
4.6,1.2,CCCCNc1c(-c2ccc(SC3CCCCC3)cc2)nc2cnccn12
-0.9,2.1,CCOc1ccc(C(=O)NCC(c2cccs2)N2CCOCC2)cc1 (stereo unspecified)
-0.5,5.8,CC(CC(=O)N(CCC1=CCCCC1)c1c(N)n(Cc2ccccc2)c(=O)[nH]c1=O)c1ccccc1 (stereo unspecified)
6.2,2.7,COc1ccc(C(=O)COC(=O)C2COc3ccccc3O2)cc1F (stereo unspecified)
3.4,7.3,CCOc1ccc(N(C)S(=O)(=O)c2ccc(C)c(C(=O)NCc3ccccc3OC)c2)cc1
3.4,5.7,CCN(CC)c1ccc(NC(=O)c2ccc(S(=O)(=O)N3CCOCC3)cc2)cc1
-0.7,-2.0,COc1ccc(C(=O)OCc2c(F)cccc2Cl)cc1S(=O)(=O)N1CCOCC1
-5.3,3.6,O=C(NC1CCC(Oc2ccc(C(=O)O)cc2)CC1)NC12CC3CC(CC(C3)C1)C2 (stereo unspecified)
-2.0,-0.1,COc1ccc(S(=O)(=O)N2CCN(CC(=O)Nc3sccc3C(N)=O)CC2)cc1OC
2.7,-4.1,O=C(NCc1cccc(Br)c1)c1cc(-c2ccccc2)nn1CC1CC(c2cccnc2)=NO1 (stereo unspecified)
-2.0,3.8,COCc1c(C(=O)Nc2ccc3nc(N4CCOCC4)sc3c2)oc2ccccc12
-5.0,1.1,COc1ccc(N2CCN(C(CNC(=O)C3CCCCC3)c3ccco3)CC2)cc1 (stereo unspecified)
-1.8,1.8,CC(OC(=O)c1cccnc1Cl)C(=O)Nc1ccc2c(c1)OCO2 (stereo unspecified)
3.0,0.5,C[C@H](CO)N1C[C@H](C)[C@@H](CN(C)S(=O)(=O)c2ccc(F)cc2)Oc2c(NC(=O)CCC(F)(F)F)cccc2C1=O
-3.2,2.8,Cc1cccc(OCC(=O)Nc2ccccc2N2CCCC2)c1C
2.5,4.9,Oc1ccc(Cl)cc1CNCC1CCCCC1

Full records, quoted from the list.
Profile of COc1ccc(N2CCN(C(CNC(=O)C3CCCCC3)c3ccco3)CC2)cc1 (stereo unspecified) : IDE cell inh: -5.0; IDE act: 1.1
Profile of CC(OC(=O)c1cccnc1Cl)C(=O)Nc1ccc2c(c1)OCO2 (stereo unspecified) : IDE cell inh: -1.8; IDE act: 1.8

The list goes on:
IDE cell inh,IDE act,Compound
0.1,5.0,COc1ccccc1N1CCN(CC(=O)Nc2ccccc2C(=O)NCCc2ccccc2)CC1
1.1,0.9,CCCCN(C(=O)c1ccc2c(c1)OCO2)c1c(N)n(CC(C)C)c(=O)[nH]c1=O
-1.4,-3.2,COc1ccc(C(=O)N(C)Cc2ccccc2F)cc1S(=O)(=O)N1CCCC1
-3.2,1.7,Cc1cccc(NC(=O)COC(=O)CCc2c[nH]c3ccccc23)c1C
0.3,2.3,Cc1ccc(NC(=O)Cc2ccc(Cl)cc2)nc1
-2.1,2.0,COc1ccc(CSc2ccc(S(=O)(=O)N3CCCCC3)cn2)cc1F
0.7,4.8,CCN(CC(=O)Nc1c(F)cccc1F)C(=O)c1cccnc1Sc1ccccc1
-0.9,1.4,CCO[C@H]1OC(C(=O)O)=C[C@@H](c2coc3ccccc3c2=O)[C@@H]1CCCO
1.2,5.1,CC(C)CN(C(=O)COC(=O)C12CC3CC(CC(C3)C1)C2)c1c(N)n(Cc2ccccc2)c(=O)[nH]c1=O
1.5,0.3,O=C(C[C@H]1C/C=C\C[C@@H](Cc2ccc(F)cc2)C(=O)OC[C@@H](Cc2c[nH]c3ccccc23)NC1=O)NCCO
1.2,3.7,CC(=O)NC(CC(C)C)C(=O)NC(CO)C(=O)NC(CCC(=O)O)C(=O)NC(C)C(=O)NC(CC(C)C)C(N)=O (stereo unspecified)
-3.3,0.8,COC(=O)[C@H](CC(C)C)NC(=O)Cn1cnc2c(SC)nc(N)nc21
3.7,2.0,COc1cccc2sc(N3CCN(C(=O)c4ccc([N+](=O)[O-])o4)CC3)nc12
8.9,0.9,Cn1c(SCCc2ccc([N+](=O)[O-])cc2)nccc1=O
4.2,-1.9,Cc1ccc(-c2nnc(NC(=O)c3ccc([N+](=O)[O-])o3)o2)c(C)c1
-1.2,7.8,CC(=O)C(Cc1ccccc1)NC(=O)COC(=O)CCN1C(=O)C2CC=CCC2C1=O (stereo unspecified)
-0.5,3.8,CCCCc1ccc(N=N/C(C(=O)Nc2ccc(NC(C)=O)cc2OC)=C(/C)O)cc1
0.8,0.7,O=C(C[C@@H]1C/C=C/CCCC(=O)O[C@H](c2ccccc2)CNC1=O)N[C@H](CO)Cc1ccccc1
1.1,-2.6,CN(CC(=O)Nc1c(Cl)cccc1Cl)C(=O)Cc1ccc2c(c1)CCC2
3.8,4.4,CCCCC(CC)COP(=O)(OCC(CC)CCCC)OCC(CC)CCCC (stereo unspecified)
0.4,-1.2,O=C(NCCN1C(=O)S/C(=C/c2cccnc2)C1=O)C1=NN(c2ccccc2)C(=O)CC1
0.8,-0.3,Cc1ccc(S(=O)(=O)CCC(=O)Nc2sccc2C#N)cc1
4.9,4.0,Nc1ccn(CC(=O)NCc2ccccn2)c(=O)n1
-5.3,0.4,COc1ccc(CCN(C)S(=O)(=O)c2cn(C)c(=O)n(C)c2=O)cc1OC
3.0,3.2,Cc1ccc(SCC(=O)OCC(=O)NCC2CCCCC2)cc1C
5.0,-1.9,CC(C)(C)c1nc(-c2ccccc2)nc2c1OCCC2
